# Efflux pump inh = antifungal efflux pump inhibition, Nile Red retention; S. cerevisiae Candida pump triplex; inhibition, % at 10 µM; 330,000 compounds, 0.44% hits; AID 485275;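 active = plate passing quality check with inhibition over a set limit, or well fluorescence over plate mean plus 4 SD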;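 note: Nile Red retained in pooled yeast measured as flow cytometry median fluorescence; 0% = buffer negative control and 100% = Enniatin B positive control; higher means more Nile Red kept so more efflux inhibition; some compounds called inactive have numbers as strong as hits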
# AGP1-GFP MLPCN = alters AGP1-GFP fluorescence in TOR pathway yeast screen. 320,000 compounds, 0.02% hits. AID 2066. GFP response vs DMSO, % at 10 µM. S. cerevisiae AGP1-GFP multiplex flow cytometry, 3 h; GFP as percent of DMSO wells;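 active = GFP response relative to DMSO above a set limit, near screen average plus 3 SD, cut at about 150% in these data; inconclusive = fewer than 70 cells counted for the yeast strain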;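 note: median GFP channel fluorescence of the gated AGP1 strain per well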
# CIT2 TOR yeast = yeast TOR pathway CIT2-GFP modulation; 320,000 compounds, 0.065% hits; AID 2029; GFP response vs DMSO, % at 10 µM; S. cerevisiae CIT2-GFP strain, flow cytometry, 3 h; 100 means same as DMSO wells;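 active = GFP response relative to DMSO above a set limit, near the screen mean plus 3 SD, cut at about 150% in these data; inconclusive = Fewer than 70 cells measured for a yeast strain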;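 note: ratio of well median GFP fluorescence to mean of DMSO wells on the plate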
# AHR activator = activates the human aryl hydrocarbon receptor; activation, % at 5 µM; AID 2796; 320,000 compounds, 2.5% hits; AHR-responsive luciferase reporter cells, luminescence; in the data active = activation above about 47%;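 note: 0% = vehicle wells and 100% = reference agonist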
# Target sequence (P35869 whole entry, looked up): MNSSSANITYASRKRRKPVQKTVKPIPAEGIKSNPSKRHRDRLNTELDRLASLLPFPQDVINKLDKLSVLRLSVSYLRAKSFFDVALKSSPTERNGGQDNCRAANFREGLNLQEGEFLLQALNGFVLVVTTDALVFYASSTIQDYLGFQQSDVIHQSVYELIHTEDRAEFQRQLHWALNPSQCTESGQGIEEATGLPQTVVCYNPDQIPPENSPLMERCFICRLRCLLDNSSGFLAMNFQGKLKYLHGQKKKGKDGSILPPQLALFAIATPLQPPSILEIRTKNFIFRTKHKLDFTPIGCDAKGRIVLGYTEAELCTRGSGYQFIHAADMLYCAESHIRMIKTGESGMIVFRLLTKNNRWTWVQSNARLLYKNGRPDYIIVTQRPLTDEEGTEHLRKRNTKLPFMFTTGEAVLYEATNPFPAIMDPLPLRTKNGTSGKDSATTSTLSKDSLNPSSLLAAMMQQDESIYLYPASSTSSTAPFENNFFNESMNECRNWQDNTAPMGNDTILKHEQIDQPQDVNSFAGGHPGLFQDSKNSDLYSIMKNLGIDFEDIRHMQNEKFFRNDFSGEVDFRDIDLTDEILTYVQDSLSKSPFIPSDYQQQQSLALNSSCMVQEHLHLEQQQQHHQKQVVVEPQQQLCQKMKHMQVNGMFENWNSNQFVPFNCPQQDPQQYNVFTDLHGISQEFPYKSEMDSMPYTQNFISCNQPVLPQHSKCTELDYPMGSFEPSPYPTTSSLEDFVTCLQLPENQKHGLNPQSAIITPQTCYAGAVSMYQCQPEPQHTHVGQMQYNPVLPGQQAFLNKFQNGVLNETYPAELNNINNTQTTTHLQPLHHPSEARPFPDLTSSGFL
# RPL19A-GFP yeast = alters RPL19A-GFP fluorescence in TOR pathway yeast screen. S. cerevisiae RPL19A-GFP strain, flow cytometry, 3 h; stronger effect = lower value. percent response vs DMSO, % at 10 µM. 330,000 compounds, 0.3% hits. AID 2025;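 active = percent response vs DMSO below 50%; inconclusive = fewer than 70 events counted for the yeast strain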;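 note: median channel GFP fluorescence of the barcoded RPL19A-GFP strain; ratio of sample median GFP to plate DMSO average so 100% = DMSO; lower means less RPL19A-GFP as with rapamycin TOR inhibition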
# LAP4 TOR yeast = alters LAP4-GFP fluorescence in TOR pathway yeast screen. S. cerevisiae LAP4-GFP multiplex, flow cytometry GFP, 3 h; median GFP as percent of DMSO wells. AID 2023. GFP response vs DMSO, % at 10 µM. 320,000 compounds, 0.34% hits;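 active = GFP response vs DMSO above a set limit, about the screen mean plus 3 SD, cut at about 150% in these data; inconclusive = under 70 cell events counted for the yeast strain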
# Yeast superoxide = caloric restriction mimetics inhibiting age-related superoxide in yeast; S. cerevisiae aged cells, superoxide DHE fluorescence; stronger effect = lower value; superoxide response (% of plate mean), % at 10 µM; 330,000 compounds, 0.18% hits; AID 2690;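 active = superoxide response under a set limit, about three screen SD below normal, cut at about 65% in these data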;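 note: yeast aged for seven days with compound at 30 °C before DHE staining; 100% = average MFI of all compound-treated wells on the plate with controls excluded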
# MEP2 TOR yeast = alters MEP2-GFP fluorescence in TOR pathway yeast screen; S. cerevisiae MEP2-GFP strain, flow cytometry GFP, 3 h; 100% = DMSO control level; 330,000 compounds, 0.51% hits; GFP response vs DMSO, % at 10 µM;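 active = GFP response versus DMSO above a set limit, roughly screen mean plus 3 SD, cut at about 180% in these data; inconclusive = fewer than 70 cells counted for a yeast strain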;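 note: median GFP fluorescence of the barcode-gated MEP2-GFP cells per well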
# Numbers without * were called inactive; ? = inconclusive; / = no result given; [ ] = dose if it differs, or a comment.
mol	Efflux pump inh	AGP1-GFP MLPCN	CIT2 TOR yeast	AHR activator	RPL19A-GFP yeast	LAP4 TOR yeast	Yeast superoxide	MEP2 TOR yeast
COc1ccccc1CC(=O)N1CCCC(CCC(=O)NCc2ccccc2F)C1 (stereo not drawn)	0.1	101.6	75.8	3.1	95.0	92.0	101.3	90.1
O=C(CSc1n[nH]c(-c2ccccn2)n1)Nc1ccc(Cl)cc1	0.0	98.5	98.8	3.4	99.0	98.1	106.4	98.9
CCOC(=O)c1sc(NC(=O)C2CC2)cc1C	0.2	95.6	76.6	3.1	97.9	89.8	100.8	87.2
N=c1c2c(n(Cc3ccc([N+](=O)[O-])cc3)c3c1CCC3)CCCC2	0.0	103.6	98.5	1.2	102.8	101.7	112.0	90.5
CCOc1ccc(N(C(C)=O)c2nc(C)cc(C)c2C#N)cc1	0.2	97.2	91.3	20.6	104.8	107.0	108.9	127.9
NNC(=O)CCN1CCCCC1	0.0	101.3	93.9	1.4	100.8	96.9	89.8	102.8
CCC(C)n1c(SCC(=O)NC(=O)c2cccn2C)nc2ccccc2c1=O (stereo not drawn)	0.0	102.2	98.3	6.4	97.6	107.7	95.4	97.1
O=C(NCCCN1CCOCC1)c1c(O)c2ccccc2[nH]c1=O	0.2	101.7	99.3	5.5	100.6	98.2	95.0	103.5
Cc1cc(C)nc(NC(=S)Nc2ccccc2)n1	-0.1	95.2	102.2	22.4	104.2	96.5	98.2	100.6
Cc1cc(C(=O)COC(=O)c2ccc(F)cc2)c(C)n1C	-0.1	98.2	96.8	-0.1	99.0	101.2	87.3	103.5
CC(=O)O[C@H]1CC[C@@]2(C)C(CCC3C2CC[C@]2(C)OC(=O)CCC32)C1 (stereo partly drawn)	0.0	93.5	93.8	-1.7	96.3	125.4	73.7	100.0
CC(C)c1onc(C(=O)N2CCN(Cc3ccccc3)CC2)c1[N+](=O)[O-]	0.2	108.7	98.6	1.4	99.3	101.5	105.7	102.7
CCOC(=O)c1ccc[n+](CC(=O)c2ccc(OC)cc2)c1	-0.1	107.7	109.9	3.3	103.5	101.6	102.2	105.6
N#Cc1c(N)c(C(=O)c2ccccc2)n2c1CCC2	0.2	99.7	87.6	-1.6	98.3	93.5	94.2	101.8
O=C(Nc1ccc(N2CCOCC2)nc1)c1ccccc1Cl	0.1	96.6	87.4	-5.2	98.2	98.7	107.1	97.5
Cc1onc(-c2ccccc2)c1NC(=O)Nc1ccc(OC(F)F)cc1	0.3	91.1	92.2	0.2	93.4	98.5	113.1	103.4
Cc1cccn2c(=O)c(C=O)c(N3CCCCCC3)nc12	0.0	/	112.9	5.3	108.4	99.5	98.4	103.1
O=C1N=C(N2CCC(Cc3ccccc3)CC2)S/C1=C/c1cn[nH]c1-c1ccccc1	0.0	96.2	97.9	-3.2	95.8	92.2	118.9	93.9
CN(C)C(=O)COC(=O)c1cccc(CN2C(=O)c3ccccc3C2=O)c1	-0.1	103.8	101.5	1.4	100.0	102.2	93.8	106.0
CCC(C)N1CC23C=CC(O2)C(C(=O)OC)C3C1=O (stereo not drawn)	0.0	101.2	104.4	-1.2	103.1	96.7	90.7	111.0
Cc1ccccc1-c1cc(C(=O)N/N=C/c2cccnc2)c2ccccc2n1	-0.1	96.0	97.8	/	106.4	70.8	91.0	103.8
COc1ccc(N(CC(=O)Nc2cccc(C(F)(F)F)c2)S(=O)(=O)c2c(C)[nH]c(=O)[nH]c2=O)cc1	-0.1	100.5	95.5	7.0	99.4	99.9	108.6	99.1
CC1NC(=O)NC1CCCCC(=O)O (stereo not drawn)	0.2	101.1	93.7	-1.1	99.5	99.7	96.1	97.7
COc1ccc(C(=O)NCc2nnc(SCC(=O)NCc3ccco3)o2)cc1	0.5	100.8	99.3	2.1	102.8	92.2	94.8	102.7
Cc1cccc(Nc2nc(N)nc(CSc3nccn3C)n2)c1	-0.2	/	105.1	75.2*	97.1	99.5	91.6	103.2
CCOCN(C(=O)Cn1cnc2ccccc21)c1c(C)cccc1CC	-0.1	102.1	109.9	1.2	97.4	112.4	98.3	148.1
CC1Cc2ccccc2N1Cc1nc2cc(Cl)ccc2c(=O)[nH]1 (stereo not drawn)	0.3	99.8	104.6	20.9	/	94.0	103.8	103.6
CCCS(=O)(=O)c1nc(S(=O)(=O)c2ccc(C)cc2)c(N2CCCC2)s1	-0.1	91.0	94.2	-0.5	90.2	89.4	103.0	95.5
CC[C@H](C)[C@H](NC(N)=O)C(=O)NCCc1ccc(OC)cc1	0.1	98.8	86.3	-1.3	93.0	105.1	102.0	94.1
COCCCNCCOc1ccc(C(C)(C)c2ccccc2)cc1	0.1	98.7	95.6	-0.5	101.8	93.7	83.7	101.8
CC1(C)CC(=O)c2sc(NC(=O)c3ccccc3)nc2C1	-0.1	107.7	99.6	5.8	100.3	128.6	83.3	109.0
O=c1c(Cl)c(Nc2cccc(Cl)c2)cnn1-c1nc2ccccc2s1	-0.1	101.6	93.2	35.8	100.3	107.7	108.7	122.6
COc1ccc(-c2ccnc(-c3ccc(O)cc3)n2)cc1	0.0	81.5	/	4.6	83.2	91.2	88.8	89.5
CN(C)c1ccccc1C(=O)N1CCCC(C(=O)c2ccc3ccccc3c2)C1 (stereo not drawn)	0.0	105.0	97.6	3.3	97.7	107.3	72.8	96.6
COCCN(C(=O)C(=O)NC1CCCC1)C(C(=O)NC1CCCC1)c1ccccc1F (stereo not drawn)	0.0	89.5	106.9	-0.7	109.2	93.9	114.1	98.8
Cc1c([N+](=O)[O-])cc(S(=O)(=O)Nc2ccc(-c3ccc(N4CCCC4)nn3)cc2)cc1[N+](=O)[O-]	-0.1	113.7	102.5	2.4	102.1	104.9	101.9	104.8
O=C(Nc1ccccc1)c1ccccc1CCc1ccccc1	0.0	92.4	96.2	1.1	98.7	110.6	88.6	102.3
CCOC(=O)C(=NC(C)CC)NNc1cccc(C(F)(F)F)c1 (stereo not drawn)	0.0	102.4	107.0	1.6	107.1	99.8	99.9	104.2
CN(C)S(=O)(=O)c1ccc(/C(O)=C2/C(=O)C(=O)N(Cc3cccnc3)C2c2cccs2)cc1 (stereo not drawn)	0.1	93.9	86.3	2.4	95.9	93.5	101.4	93.2
CCCC(C)C(=O)Nc1ccccc1C(=O)OCC (stereo not drawn)	0.0	89.7	87.6	-1.7	90.1	92.3	107.0	91.0
CCCC(=O)NCc1cc(-c2nn(C)c(=O)c3ccccc23)ccc1OC	-0.1	89.8	/	2.6	88.6	88.0	88.5	95.4
CCCCc1cc2c(cc1NC(=O)CN1CCCCC1)OCCO2	0.0	104.0	101.0	3.1	102.1	103.3	97.3	102.2
COC(=O)c1ccc2c(c1O)C(=O)c1ccccc1C2=O	0.0	/	57.0	12.7	73.4	90.5	154.0	79.9
O=C(CSc1ncccc1C(=O)O)c1cccc(C(F)(F)F)c1	-0.2	106.2	105.9	6.9	98.5	99.2	97.1	101.0
Cc1nc2ccc(C(=O)N3CCSCC3)cc2s1	-0.1	107.7	96.8	-4.3	92.2	94.2	100.7	101.6
COc1ccc(C(=O)N2CCCN(C)CC2)cc1S(=O)(=O)N1CCCc2ccccc21	0.1	102.4	107.1	7.9	101.5	95.6	100.1	105.1
CN=C1c2c(-c3ccccc3)c3cc(OC)ccc3n2CCN1C	-0.2	?	?	3.5	56.8[may fluoresce violet]	77.6[may fluoresce violet]	80.2	235.7*[may fluoresce violet]
CC(=O)Nc1ccc(N2C(=O)C3C4C=CC(CC4)C3C2=O)cc1 (stereo not drawn)	-0.1	103.7	102.3	/	108.7	106.6	91.5	112.5
CCCCc1ccc(S(=O)(=O)NCCc2ccncc2)cc1	-0.2	101.0	107.0	10.3	95.7	93.0	95.4	108.7
O=C(Nc1ccc(F)cc1)c1cn(-c2ccccc2)nc1-c1ccncc1	0.0	/	85.1	22.3	89.8	91.7	101.7	94.0

# Single records, from the list above.
# `COC(=O)c1ccc2c(c1O)C(=O)c1ccccc1C2=O` in the list: Efflux pump inh: 0.0; AGP1-GFP MLPCN: /; CIT2 TOR yeast: 57.0; AHR activator: 12.7; RPL19A-GFP yeast: 73.4; LAP4 TOR yeast: 90.5; Yeast superoxide: 154.0; MEP2 TOR yeast: 79.9
# `CN=C1c2c(-c3ccccc3)c3cc(OC)ccc3n2CCN1C` in the list: Efflux pump inh: -0.2; AGP1-GFP MLPCN: ?; CIT2 TOR yeast: ?; AHR activator: 3.5; RPL19A-GFP yeast: 56.8[may fluoresce violet]; LAP4 TOR yeast: 77.6[may fluoresce violet]; Yeast superoxide: 80.2; MEP2 TOR yeast: 235.7*[may fluoresce violet]
# `CCCCc1ccc(S(=O)(=O)NCCc2ccncc2)cc1` in the list: Efflux pump inh: -0.2; AGP1-GFP MLPCN: 101.0; CIT2 TOR yeast: 107.0; AHR activator: 10.3; RPL19A-GFP yeast: 95.7; LAP4 TOR yeast: 93.0; Yeast superoxide: 95.4; MEP2 TOR yeast: 108.7

# (more compounds)
mol	Efflux pump inh	AGP1-GFP MLPCN	CIT2 TOR yeast	AHR activator	RPL19A-GFP yeast	LAP4 TOR yeast	Yeast superoxide	MEP2 TOR yeast
O=C(CSc1nc2cc(Cl)ccc2s1)NC1CCCc2ccccc21 (stereo not drawn)	0.0	98.9	96.4	24.2	104.8	93.8	106.8	97.1
Cc1ccc(C(=O)NC(=C(Cl)Cl)S(=O)(=O)c2ccc(C)cc2)cc1	0.0	100.8	98.8	0.6	99.9	101.7	94.6	100.3
COc1cc2nc(CSc3ncn[nH]3)[nH]c(=O)c2cc1OC	-0.1	105.9	102.2	2.8	101.2	99.2	102.4	100.8
COc1cccc(Cn2cc(-c3cccc(C(F)(F)F)c3)nn2)c1	0.1	99.7	97.1	3.7	96.6	103.0	96.5	100.0
COc1ccc2[nH]c(C(=O)O)c(CCNC(=O)/C=C/c3ccc(O)c(OC)c3)c2c1	0.1	104.2	106.2	0.5	103.2	94.7	108.0	105.7
COc1cc(/C=N\NC(=O)c2ccc(-c3ccccc3)cc2)cc(OC)c1OC(C)=O	0.1	102.4	101.8	/	121.2	73.9	102.0	103.8
O=S1(=O)CC2SC(=S)N(c3ccccc3)C2C1 (stereo not drawn)	-0.1	111.2	110.9	1.3	97.7	110.2	109.0	100.0
CCOC(=O)N1CCN(C(=O)c2ccc(CN(c3ccccc3)S(C)(=O)=O)cc2)CC1	-0.1	106.0	104.2	1.5	103.2	106.1	104.7	103.5
Cc1cc(N/N=C/c2ccncc2)c([N+](=O)[O-])cc1[N+](=O)[O-]	0.0	102.0	92.9	27.0	91.9	103.5	92.2	96.9
N#Cc1cn(-c2ccccc2)nc1-c1ccc2c(c1)OCCO2	0.2	108.5	98.7	8.1	108.6	103.0	90.6	99.6
COc1cc(CNc2ccc3[nH]c(=O)[nH]c3c2)ccc1OCc1ccccc1C	-0.1	107.7	111.3	0.9	102.7	93.1	104.8	103.3
CC/C(=C1/C(=O)CC(C)(C)C(C(=O)OC)C1=O)N1CCCC1 (stereo not drawn)	-0.1	106.1	96.9	-0.2	101.9	97.5	93.0	106.5
CCCSc1nc(-c2ccccc2)cc(C(F)(F)F)c1C#N	-0.1	109.6	101.2	21.1	107.0	102.0	114.0	105.1
CC(C)CN(C(=O)CN1CCN(c2ccc(F)cc2)CC1)c1c(N)n(CC(C)C)c(=O)[nH]c1=O	0.0	99.3	94.2	-1.9	103.8	97.8	90.9	99.2
